iPSC survival up – increases survival of single human iPS cells; hiPSC single-cell survival, ATPlite luminescence; 100% = ROCK inhibitor wells, 0% = DMSO; survival enhancement, % at 20 µM; 0.044% of 360,000 active; AID 602274; in the data active = survival enhancement above about 18%;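 note: cells exposed to compounds for 16 hours before the ATP read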
CaV13 ICDI inh – Disruptors of the CACNA1D IQ motif to Ca2+-dependent inactivation inhibitor domain association, primary screening, Förster resonance energy transfer in intact living …; HEK cells, CFP/YFP FRET ICDI-IQ, plate reader, 10 min; percent FRET-ratio fall versus neutral wells; inhibition, % at 12.3 µM; 0.098% of 340,000 active;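 active = mean replicate inhibition of at least 30% and at least 1% of replicates passing that level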;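 note: 0% = median of the neutral control wells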
Shn3 inh set2 – Schnurri-3 reporter inhibition in Clone20 osteoblasts; 0.52% of 360,000 active; Clone20 osteoblast Shn3 3'UTR firefly luciferase, 24 h; inhibition, % at 12.5 µM;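 active = mean inhibition of at least 75% with every replicate also reaching 75%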;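 note: 0% = median of neutral control wells and 100% = pilot-screen positive control compound; some compounds past the cut are filed as inactive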
H9c2 protect – modulators protecting cardiomyocytes from myocardial damage; H9c2 cardiomyocytes, H2O2 injury protection, ATPLite, 2 h; protection from H2O2 cell death, % at 20 µM; 0.63% of 360,000 active; AID 588492;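 active = compounds giving at least 50% protection of heart cells from peroxide-induced death in the single-dose screen, raw or plate-pattern-corrected value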;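 note: 0% = DMSO wells with peroxide and 100% = DMSO wells without peroxide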
PDI inh – blocks human protein disulfide isomerase activity | P07237 | PDI insulin aggregation turbidity, A650, 90 min | inhibition, % at 10 µM | 0.052% of 350,000 active;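 active = mean inhibition across replicates of 30% or more, whatever share of single replicates reach that level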;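 note: absorbance from insulin aggregation driven by PDI reduction with DTT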
Peg3 prom inh – Peg3 promoter activity inhibition; inhibition, % at 20 µM; 1.7% of 360,000 active; AID 588405; HeLa PEG-Prom luciferase reporter, luminescence, overnight;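 active = inhibition of at least 50% at 20 µM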
HIF-2a inh – inhibitors of HIF-2a; 786-0 RCC cells HIF-2a reporter, luciferase luminescence, overnight; inhibition, % at 18.8 µM; 0.72% of 360,000 active;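 active = inhibition of the luminescence signal of 40% or more relative to plate controls, in a single-dose primary screen at 18.75 µM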
MITF TRPM1 inh – inhibitors of MITF-driven TRPM1 promoter in melanoma cells; SK-MEL-5 TRPM1 promoter luciferase, 24 h; inhibition, % at 12.5 µM; 0.83% of 330,000 active;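 active = mean inhibition across replicates of 60% or more, whatever share of single replicates reaches that level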; note: values of inactives mirror those of a sister screen read the other way
NR2E3 ag-1 – agonists of human NR2E3 nuclear receptor; Q9Y5X4; CHO-S Gal4-NCOR/VP16-NR2E3 two-hybrid, luciferase; inhibition of corepressor binding, % at 3.98 µM; 0.35% of 360,000 active; AID 602229;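 active = inhibition above the mean of all tested compounds plus 3 SD, cut at about 70% in these data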;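 note: 0% = DMSO with NR2E3 transfected cells and 100% = cells lacking NR2E3 construct; higher means lower luciferase signal from less NR2E3 corepressor binding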
Target sequence (Q9Y5X4 whole entry, looked up, the tested form may be a part): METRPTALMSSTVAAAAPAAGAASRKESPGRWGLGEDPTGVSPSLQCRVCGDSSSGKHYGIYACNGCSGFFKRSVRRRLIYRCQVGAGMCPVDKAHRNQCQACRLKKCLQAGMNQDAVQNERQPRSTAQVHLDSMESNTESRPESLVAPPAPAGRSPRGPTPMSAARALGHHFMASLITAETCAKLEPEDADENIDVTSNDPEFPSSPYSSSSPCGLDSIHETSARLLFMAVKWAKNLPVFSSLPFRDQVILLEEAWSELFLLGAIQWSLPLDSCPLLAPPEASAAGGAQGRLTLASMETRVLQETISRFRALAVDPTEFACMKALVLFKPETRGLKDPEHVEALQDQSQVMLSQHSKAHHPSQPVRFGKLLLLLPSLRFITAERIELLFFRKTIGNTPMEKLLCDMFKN
HTR2A ag – activates the mouse 5-HT2A serotonin receptor; P35363; CHO-K1 mHTR2A beta-arrestin complementation, luminescence; percent of 30 µM serotonin response; activation, % at 7.6 µM; 0.66% of 360,000 active;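 active = activation above a run cutoff, the mean activation of all tested compounds plus 3 SD, cut at about 14% in these data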;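 note: 0% = plate median of compound wells and 100% = 30 µM serotonin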
Target sequence (P35363 whole entry, looked up): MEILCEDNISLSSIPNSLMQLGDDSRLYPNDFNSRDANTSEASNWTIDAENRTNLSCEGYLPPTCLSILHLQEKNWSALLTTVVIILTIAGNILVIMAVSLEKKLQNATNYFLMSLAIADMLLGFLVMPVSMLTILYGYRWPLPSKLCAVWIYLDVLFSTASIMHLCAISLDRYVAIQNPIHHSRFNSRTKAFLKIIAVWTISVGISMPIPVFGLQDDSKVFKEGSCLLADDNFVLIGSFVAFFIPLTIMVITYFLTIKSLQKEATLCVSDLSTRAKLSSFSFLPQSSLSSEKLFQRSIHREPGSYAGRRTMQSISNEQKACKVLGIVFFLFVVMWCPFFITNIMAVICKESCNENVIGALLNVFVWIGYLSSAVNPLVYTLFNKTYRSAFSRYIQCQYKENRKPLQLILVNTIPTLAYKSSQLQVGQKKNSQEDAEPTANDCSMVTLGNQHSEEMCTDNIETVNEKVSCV
NR2E3 ag-2 – NR2E3 (human) agonism; 0.12% of 320,000 active; inhibition of corepressor binding, % at 4.78 µM; GST-NR2E3/biotin-RetCOR TR-FRET, 1536-well; AID 2300;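 active = percent inhibition above the cutoff of mean plus 3 SD of all tested compounds, set per screening campaign, cut at about 20% in these data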;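 note: 0% = DMSO wells and 100% = biotin wells as full block of FRET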
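Material: NR2E3–RetCOR corepressor complex / Incubation: Compound–protein incubation for 5 h at 4 °C / Dosing: compound at 4.8 µM, single dose / Detection: time-resolved FRET / Benchmarks: high control biotin, low control 0.6% DMSO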
An asterisk follows results filed as active; x = no result given.

SMILES	iPSC survival up	CaV13 ICDI inh	Shn3 inh set2	H9c2 protect	PDI inh	Peg3 prom inh	HIF-2a inh	MITF TRPM1 inh	NR2E3 ag-1	HTR2A ag	NR2E3 ag-2
COc1ccccc1NC(=O)c1ccccc1Oc1ccccc1	-0.4	-4.9	15.2	-0.8	18.0	18.5	16.4	8.7	-5.5	-6.4	-2.7
COc1cc(OC)c(OC)cc1/C=C1\Oc2cc(OS(C)(=O)=O)ccc2C1=O	0.3	-45.7	x	0.4	-10.3	12.9	14.2	7.1	-12.8	-2.4	-0.5
NC1=NC(=O)C(CC(=O)Nc2ccc3c(c2)OCO3)S1 (stereo not given)	5.7	-5.1	14.9	-5.5	-1.9	8.5	17.5	11.6	-2.2	2.6	-0.3
COc1ccc(/C=C/C(=O)NC(=S)NNC(=O)[C@H]2C[C@@H]2c2ccccc2)cc1OC	-0.4	-3.3	37.8	21.9	2.1	31.6	-13.8	7.8	17.2	-5.0	2.9
COc1ccc(OCc2nnc(SCC(=O)O)n2N)cc1	4.3	-5.5	-5.0	9.2	1.5	17.3	15.3	-5.7	-24.1	-4.2	2.3
CCOc1ccc(NC(=O)CSc2ncnc3c2sc2ccccc23)cc1	-0.4	-2.5	2.7	-5.5	-12.1	9.3	13.5	4.5	-8.8	-2.4	-0.6
CCS(=O)(=O)c1ccc2oc(SCC(=O)NCc3ccccc3)nc2c1	0.7	-2.4	1.6	6.6	4.1	-14.7	4.1	3.8	15.5	2.2	3.9
O=C(NCCCc1ccc(F)cc1)C1CCC(=O)N(CC2CCCCC2)C1 (stereo not given)	-0.4	-6.3	-1.8	-5.8	-5.0	17.4	5.5	4.3	14.6	-1.3	-1.6
COc1ccc(CCNC(=O)COC(=O)COc2ccc(Cl)cc2)cc1OC	-1.8	3.2	6.0	7.6	-4.8	17.4	20.7	-13.0	3.6	5.7	1.2
O=S(=O)(c1ccc(Cl)cc1)N1CCC(O)(CN2CCN(Cc3ccccc3)CC2)CC1	6.4	8.4	30.4	0.0	4.4	18.9	0.2	10.0	10.0	-7.0	3.5
Cc1cccc(C)c1-n1nnnc1S(=O)(=O)Cc1ccccc1Cl	3.4	x	13.9	-12.5	2.1	19.5	23.0	-3.0	-4.5	-7.0	-6.3
Cc1nc2c(cc(Oc3ccc(S(=O)(=O)N4CCOCC4)cn3)c3ccsc32)s1	-2.8	-3.4	-6.9	-29.2	2.7	-138.0	-145.1	-34.8	-61.5	1.2	2.3
CC(Sc1ncn[nH]1)C(=O)Nc1cc(C(F)(F)F)ccc1Cl (stereo not given)	-0.2	-5.3	-21.5	1.8	-2.2	7.2	12.7	-5.7	-20.1	3.7	3.0
Cc1ccc(S(=O)(=O)n2oc(=O)c(C3CCCCC3)c2N)cc1	-2.2	-5.5	7.0	-8.1	-4.6	3.6	-1.7	10.8	1.4	0.6	x
Cc1ccc(S(=O)(=O)n2cccc2/C=C/[N+](=O)[O-])cc1	-0.8	-12.1	94.5*	0.6	-4.0	8.2	30.4	x	-3.2	-1.8	x
Cc1cccc(OCC(=O)O/N=C(\N)c2ccc(Br)cc2)c1	-0.7	-5.8	-6.0	-1.3	-2.3	-12.1	-82.6	0.1	-28.1	-0.5	5.9
c1csc(CN2CCN(Cc3cccs3)C2c2cccs2)c1	-2.1	x	10.1	0.0	7.8	-5.3	4.6	4.7	-20.5	-3.7	-0.7
CC(C)=NN1C(=O)c2ccccc2NC1(C)C	-0.3	-4.6	7.1	-2.5	0.4	3.8	2.1	-14.0	-48.5	-0.7	2.2
O=C(CSc1nc2cc(Cl)ccc2s1)N1CCN(C(=O)c2ccco2)CC1	-3.3	x	-8.5	1.0	-4.7	7.2	21.9	3.9	-11.9	0.1	-2.0
COC(=O)N/N=C/c1ccc(OCCSc2ccc(Cl)cc2)c(OC)c1	0.8	-9.8	2.1	1.5	-1.5	-25.1	-2.2	-7.8	-22.6	8.4	-0.2
CCN(C(=O)c1cccc(F)c1)c1ccccc1C	-0.9	-4.7	-16.7	-2.1	-1.6	-12.5	4.6	3.9	-10.2	-0.9	-0.9
CN1CC(c2ccccc2)Oc2ccccc2C1=S (stereo not given)	0.3	-4.2	-36.4	-2.5	-10.3	19.4	16.3	3.5	-3.5	-6.0	-1.9
CN(c1cccc(NC(=O)CSc2ccc(Cl)cc2)c1)S(C)(=O)=O	-0.7	-3.1	18.2	-11.8	4.6	-4.0	-4.4	0.1	13.7	2.0	5.0
Cc1cc2c(C)nc(Cc3ccccc3)nc2o1	6.5	-4.7	13.0	11.6	5.6	0.3	-5.6	-2.9	8.1	4.3	0.2
CNC(=O)c1cc(Nc2nnc(-c3ccc(C)c(S(N)(=O)=O)c3)c3ccccc23)ccc1OC	0.9	-3.7	13.3	5.0	3.0	3.9	18.6	7.5	-22.1	-6.3	5.9

Following part:
SMILES	iPSC survival up	CaV13 ICDI inh	Shn3 inh set2	H9c2 protect	PDI inh	Peg3 prom inh	HIF-2a inh	MITF TRPM1 inh	NR2E3 ag-1	HTR2A ag	NR2E3 ag-2
COc1ccccc1/C=C/CN1CCSCC1	-0.4	-3.2	-26.3	3.4	15.5	-16.5	15.5	0.5	-11.2	-3.3	2.8
COc1ccccc1CNC(=O)c1ccc2c(=O)n(CCCN3CCCC3=O)c(=S)[nH]c2c1	0.7	0.7	4.0	7.7	5.4	13.9	8.7	10.3	-10.9	-2.5	-0.4
O=C(O)c1n[nH]nc1-c1ccccc1	-0.6	-6.8	15.2	-2.2	5.5	-14.8	8.1	-12.3	5.6	4.0	0.1
Cc1ccc(C)c(NC(=O)Cn2nnc(C(=O)NCc3cccs3)c2N)c1	-1.7	x	12.7	-9.0	5.2	24.2	13.5	6.4	-10.2	-2.7	0.0
CCOC(=O)C1CCCN(C(=S)Nc2cccc(Cl)c2C)C1 (stereo not given)	1.2	-3.6	11.3	3.8	4.5	25.8	11.0	9.6	8.6	-1.4	0.3
CNS(=O)(=O)c1ccc(NC(=O)Nc2cccc(F)c2)cc1	0.8	-4.8	-2.0	-0.2	3.0	-7.3	-12.6	-12.7	-8.9	5.0	3.9
Cc1nnsc1C(=O)N1CCN(c2ccc(C#N)cn2)CC1	-0.7	-19.2	3.4	-1.1	12.0	5.0	13.1	-2.4	1.9	-2.0	-1.8
COC(=O)c1cccc(C(=O)N2CCCC(CNC(=O)c3ccccc3Cl)C2)c1 (stereo not given)	1.1	-6.7	-0.7	8.8	-0.8	-14.0	-19.6	-8.8	9.5	5.8	0.6
COCCCNC(=S)NNC(=O)c1csc2ccccc12	2.7	-2.5	-5.3	3.7	-1.4	-20.8	-30.9	-1.9	3.6	-2.8	-3.4
O=C(CCn1nc(-c2ccc(Cl)cc2)ccc1=O)N1CCN(c2ccc(F)cc2)CC1	0.3	-5.5	0.2	6.1	-1.4	23.8	14.5	5.5	-1.8	-6.7	1.9
CCCCn1c(SCn2nnc3ccccc3c2=O)nc2cc(S(N)(=O)=O)ccc21	1.1	-5.4	5.4	-6.3	1.5	13.9	17.8	3.0	-5.7	-1.9	-2.0
O=C(NCCc1csc(-c2ccc(Cl)cc2)n1)c1ccco1	-0.2	-7.4	2.0	6.7	-4.1	2.9	-22.1	1.0	-8.7	-1.2	0.8
COc1ccc(C(=O)Nc2ccc(NC(=O)c3cccc(OC)c3)cn2)cc1	1.0	-2.8	3.0	25.3	-0.3	20.9	-4.8	-1.9	-66.8	-2.7	-1.3
CCOC(=O)c1cnc(-c2ccccc2O)nc1Cl	2.6	-4.2	-17.5	-11.2	-5.7	-83.3	-88.0	-19.8	-31.8	-0.3	0.3
CCCCOc1ccc(CC(=O)NCC(=O)O)cc1	0.7	-9.1	-8.6	9.3	0.3	-2.0	2.6	-3.0	30.2	0.6	-3.3
COc1ccc2c(c1)CCC(=O)[C@H](O)C[C@H](c1ccccc1)OC2=O	-0.7	-5.2	x	x	x	x	-9.6	x	0.8	3.6	x
CCC(CC)C(=O)OCC(=O)Nc1cc(OC)c([N+](=O)[O-])cc1C	0.9	-5.4	-3.5	3.8	0.3	-7.0	3.0	11.2	-6.0	-5.1	-0.2
COc1ccc(F)cc1S(=O)(=O)N1CCC2(CC1)OCCN2S(=O)(=O)c1ccccc1	-0.3	-5.2	0.2	1.2	8.7	5.1	-0.9	7.5	-19.0	5.1	x
COc1ccc(C(=O)OCC(=O)c2ccc3c(c2)NC(=O)CO3)cc1OC	-0.1	-2.5	-7.9	1.9	-0.9	-7.9	4.1	5.2	-28.2	5.3	x
CN(C)c1ccc(/C=C/c2ccc3c4ccccc4ccc3[n+]2-c2ccccc2)cc1	-0.5	7.8	93.0*	-24.0	-14.5	105.6*	96.1*	103.5*	100.7*	-2.5	x
CC(=O)Nc1ccc(OCc2cccc([N+](=O)[O-])c2)cc1	-2.4	9.4	-35.9	0.1	0.9	-122.3	-62.5	-6.8	-47.0	5.2	0.2
Cc1ccc(S(=O)(=O)N2CCC(C(=O)NCc3ccncc3)CC2)cc1	4.4	-2.6	-7.2	8.8	-5.4	13.6	5.6	-1.5	3.7	4.3	1.5
Cc1cccc(NC(c2ccc(C)s2)c2ccc3ccc(C)nc3c2O)n1 (stereo not given)	-2.3	-2.7	58.8	90.7*	-12.9	44.8	65.8*	14.9	-21.9	0.9	-2.3
COc1ccccc1CNC(=O)CCCc1nnc2n(C)c(=O)c3sccc3n12	0.0	-4.6	-22.3	5.9	-2.9	15.0	14.2	3.4	4.0	-1.1	-2.1
CCCCCCN1C[C@@H](O)[C@H](n2cc(C3CC3)nn2)C[C@@H]1c1ccccc1	-0.6	-5.9	3.7	-9.8	7.9	25.4	0.0	x	-11.0	-6.0	x
O=C(CSc1cccs1)Nc1ccc(Cl)cc1	-0.7	-5.4	-78.8	-4.1	-2.3	-207.5	-292.8	-150.5	1.7	-6.2	3.8
Cc1cc[n+](-c2nc3ccccc3nc2[N-]S(=O)(=O)c2ccccc2)cc1	-0.6	-2.7	1.4	-0.6	-10.6	11.5	12.5	-2.5	4.9	1.3	-1.2
O=C(Nc1ccccc1N1CCOCC1)c1ccc(N2CCCC2=O)cc1	-0.6	-2.9	10.0	-1.5	3.1	-2.4	-7.9	-4.6	-46.0	5.2	2.8
Cc1nnc(NC(=O)C2=COCCO2)s1	-0.4	-5.8	-6.1	9.4	0.2	-31.3	-30.6	-0.6	-12.7	0.8	1.2
NC(=O)COC(=O)c1ccccc1Nc1ccc(SC(F)F)cc1	1.9	-4.8	2.0	-8.5	-5.8	-130.6	-139.0	-2.9	-107.5	4.9	-2.2

Given field by field: part of the list above
> Cc1nnc(NC(=O)C2=COCCO2)s1
  iPSC survival up = -0.4; CaV13 ICDI inh = -5.8; Shn3 inh set2 = -6.1; H9c2 protect = 9.4; PDI inh = 0.2; Peg3 prom inh = -31.3; HIF-2a inh = -30.6; MITF TRPM1 inh = -0.6; NR2E3 ag-1 = -12.7; HTR2A ag = 0.8; NR2E3 ag-2 = 1.2

> COc1ccc(C(=O)OCC(=O)c2ccc3c(c2)NC(=O)CO3)cc1OC
  iPSC survival up = -0.1; CaV13 ICDI inh = -2.5; Shn3 inh set2 = -7.9; H9c2 protect = 1.9; PDI inh = -0.9; Peg3 prom inh = -7.9; HIF-2a inh = 4.1; MITF TRPM1 inh = 5.2; NR2E3 ag-1 = -28.2; HTR2A ag = 5.3; NR2E3 ag-2 = x
